Assay outcomes from PubChem BioAssay.
HCV NS3 hel inh = blocks Hepatitis C virus NS3 helicase unwinding | actives 0.56% (n = 290,000) | NS3 helicase DNA unwinding, Cy5 molecular beacon fluorescence | inhibition, % at 10.9 µM;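 active = inhibition above the mean of all tested compounds plus 3 SD, set per campaign, cut at about 35% in these data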;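 also: 0% = DMSO wells and 100% = thioflavine S control wells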
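Assay system – hepatitis C virus NS3 helicase domain fragment enzyme · Buffer or medium – MOPS pH 6.5, MgCl2, DTT, Tween20, BSA · Reagent – Cy5/quencher beacon DNA duplex and ATP to start · Compound – single 10.9 µM dose · Timing – 1 h at 25 °C · Technique – Cy5 beacon fluorescence read at start and 1 h · Measure – % inhibition of unwinding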
GalR3 antagonist = human GalR3 antagonism; HEK293 GalR3-CNG cAMP membrane potential fluorescence; galR3 body fused to GalR1 C-terminus; O60755; inhibition, % at 3 µM; actives 0.44% (n = 360,000);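 active = inhibition above the screen-wide average plus 3 SD, cut at about 13% in these data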;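 also: forskolin and galanin both at EC90 stimulate the cells; cAMP rise reported by CNG channel membrane potential dye signal; 0% = forskolin plus galanin with DMSO and 100% = forskolin alone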
Target sequence (O60755 1-299 limits assumed): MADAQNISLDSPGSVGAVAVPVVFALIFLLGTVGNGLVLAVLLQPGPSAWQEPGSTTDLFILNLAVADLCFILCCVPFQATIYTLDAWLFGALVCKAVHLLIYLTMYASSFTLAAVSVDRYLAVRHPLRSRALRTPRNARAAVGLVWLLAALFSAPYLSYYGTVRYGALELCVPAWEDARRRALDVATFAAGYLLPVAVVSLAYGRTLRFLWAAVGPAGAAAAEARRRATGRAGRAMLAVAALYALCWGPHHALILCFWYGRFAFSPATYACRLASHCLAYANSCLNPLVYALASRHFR
CRFBP-R2 agonist = agonists of human CRF-binding protein/CRF-R2 receptor complex; HEK293 CRF-R2/CRF-BP, calcium dye fluorescence (FLIPR); percent of saturating CRF peptide response; activation, % at 13.2 µM; actives 0.46% (n = 350,000);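 active = activation of at least 50%, plus an integration ratio under a set limit after plate pattern correction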;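 also: plate controls were neutral control wells without compound for no effect and CRF at EC100 for full effect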
UBC9 SUMO inh = inhibitors of human SUMOylation (UBC9). actives 0.36% (n = 290,000). AID 2006. HTRF SUMOylation assay, SAE1/SAE2 + UBC9, in vitro. inhibition, % at 35 µM; in the data active = inhibition above about 50%, passing the limit was not always enough; inconclusive = no clear call, values can overlap the other calls; also: strong numbers were not always called active
Target sequence (P63279 whole entry, looked up): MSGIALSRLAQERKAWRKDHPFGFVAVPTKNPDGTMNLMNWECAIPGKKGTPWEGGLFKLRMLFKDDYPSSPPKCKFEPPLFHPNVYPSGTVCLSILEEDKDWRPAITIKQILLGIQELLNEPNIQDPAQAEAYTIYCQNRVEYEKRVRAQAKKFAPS
MEKK2mut PB1 HTS = signal of MEK5 binding to mutant human MEKK2 PB1 domain; AID 1530; actives 0.35% (n = 290,000); percent response, % at 10 µM; bead flow cytometry, Alexa488-MEK5 binding to MEKK2 mutant; in the data active = percent response above about 24%, passing the limit was not always enough; also: inactives centre near 1; some results filed as inactive read as strong as hits; reference of the scale not given here
MEKK3 PB1 HTS = raises or lowers MEK5 binding to the human MEKK3 PB1 domain; Q99759; bead-based flow cytometry, Alexa488-MEK5 binding to MEKK3; actives lie on both sides; 0 = blocked by unlabeled MEK5, 100 = vehicle; binding response (% of control), % at 10 µM; actives 1.4% (n = 290,000);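 active = binding response more than 3 SD above or below the average of its plate-row segment, actives on both sides; inconclusive = wells at one plate position flagged as instrument error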;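 also: Alexa488 bead fluorescence after subtracting the streptavidin-only scavenger bead signal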
Target sequence (Q99759 whole entry, looked up, the tested form may be a part): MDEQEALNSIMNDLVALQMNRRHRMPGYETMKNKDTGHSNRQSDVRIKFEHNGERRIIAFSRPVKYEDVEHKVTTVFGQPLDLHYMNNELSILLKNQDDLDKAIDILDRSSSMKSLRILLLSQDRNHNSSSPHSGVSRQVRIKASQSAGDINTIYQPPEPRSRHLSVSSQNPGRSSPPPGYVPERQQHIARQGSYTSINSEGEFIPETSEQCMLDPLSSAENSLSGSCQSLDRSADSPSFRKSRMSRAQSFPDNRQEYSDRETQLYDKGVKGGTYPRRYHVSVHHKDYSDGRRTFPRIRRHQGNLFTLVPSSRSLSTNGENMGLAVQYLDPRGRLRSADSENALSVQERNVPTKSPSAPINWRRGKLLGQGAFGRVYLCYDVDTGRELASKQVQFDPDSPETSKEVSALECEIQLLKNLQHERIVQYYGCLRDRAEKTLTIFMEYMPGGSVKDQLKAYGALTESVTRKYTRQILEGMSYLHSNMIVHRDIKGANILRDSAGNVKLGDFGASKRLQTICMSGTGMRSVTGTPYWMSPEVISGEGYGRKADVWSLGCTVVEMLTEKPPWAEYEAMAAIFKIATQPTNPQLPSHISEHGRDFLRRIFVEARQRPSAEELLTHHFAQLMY
CRFBP-R2 block = CRF-BP/CRF-R2 complex antagonism; HEK293 CRF-R2/CRF-BP, CRF-induced calcium fluorescence; inhibition, % at 11.8 µM; actives 0.59% (n = 350,000); AID 588475;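 active = inhibition of the ligand-induced calcium signal above about 50% at the single tested concentration, limit read from the data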
MEKK2 WT-MEK5 = raises or lowers MEK5 binding to wildtype human MEKK2 PB1 domain | Q9Y2U5 | bead flow cytometry, Alexa488-MEK5 binding to MEKK2 WT; actives lie on both sides | binding response (% of control), % at 10 µM | actives 1.1% (n = 290,000) | AID 1531; in the data active = binding response below about 67% or above about 130%; inconclusive = no clear call, values can overlap the other calls; inactive = in between
FID counter = fluorescent intercalator displacement, NS3 helicase counter-screen; DNA fluorescent intercalator displacement, fluorescence; inhibition, % at 7.9 µM; actives 0.17% (n = 290,000); AID 1845; in the data active = inhibition above about 37%;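 also: 0% = vehicle and 100% = reference compound; higher means more ethidium bromide displaced from hairpin DNA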
* = called active by the depositor; ? = inconclusive; . = not tested or not shown. A portion of the library; the hit share may differ from the screen's.

Preview (8 entries):
Letters: A = HCV NS3 hel inh; B = GalR3 antagonist; C = CRFBP-R2 agonist; D = UBC9 SUMO inh; E = MEKK2mut PB1 HTS; F = MEKK3 PB1 HTS; G = CRFBP-R2 block; H = MEKK2 WT-MEK5; I = FID counter
1. CCn1c(-c2csc(C(C)C)c2)n[nH]c1=S
  A: 2 | B: 4 | C: -4.6 | D: 14 | E: 1 | F: 101 | G: 14 | H: 102 | I: -11
2. CCOc1ccc(C(=O)Nc2ccc(S(=O)(=O)N3CCOCC3)cc2)cc1OCC
  A: 6 | B: -3 | C: -0.3 | D: 18 | E: -5 | F: 91 | G: 2 | H: 98 | I: 0
3. Cc1cc(C)nc(SCCn2c(N3CCCCC3)nc3c2c(=O)n(C)c(=O)n3C)n1
  A: 4 | B: -2 | C: -1.3 | D: 10 | E: -1 | F: 97 | G: -9 | H: 95 | I: -17
4. CCO[C@H]1OC(C(=O)NCc2ccccc2)=C[C@@H](c2ccc(C(F)(F)F)cc2)[C@@H]1CCCO
  A: -15 | B: -10 | C: 1.1 | D: -26 | E: 8 | F: 111 | G: -4 | H: 108 | I: -38
5. O=C(Nc1ccc(C(=O)N2CCOCC2)cc1)c1cnn2c(C(F)F)cc(-c3ccccc3)nc12
  A: 0 | B: -1 | C: 0.2 | D: 9 | E: -9 | F: 100 | G: 7 | H: 89 | I: 4
6. O=[N+]([O-])c1cc(Cl)ccc1-c1nc(-c2ccccc2)no1
  A: 8 | B: 2 | C: 0.9 | D: -17 | E: -2 | F: 98 | G: -27 | H: 100 | I: 2
7. O=[N+]([O-])c1cnn(-c2nc(-c3ccccc3)cc(C(F)(F)F)n2)c1
  A: -17 | B: -8 | C: 1.8 | D: 0 | E: -5 | F: 93 | G: -11 | H: 90 | I: 0
8. CC1(C)CC(=O)C(C=NC2CCCCC2)=C(O)C1
  A: 2 | B: 0 | C: 0.9 | D: 6 | E: 0 | F: 100 | G: 0 | H: 98 | I: -3

The listing, from the first entry:
Letters: A = HCV NS3 hel inh; B = GalR3 antagonist; C = CRFBP-R2 agonist; D = UBC9 SUMO inh; E = MEKK2mut PB1 HTS; F = MEKK3 PB1 HTS; G = CRFBP-R2 block; H = MEKK2 WT-MEK5; I = FID counter
1. CCn1c(-c2csc(C(C)C)c2)n[nH]c1=S
  A: 2 | B: 4 | C: -4.6 | D: 14 | E: 1 | F: 101 | G: 14 | H: 102 | I: -11
2. CCOc1ccc(C(=O)Nc2ccc(S(=O)(=O)N3CCOCC3)cc2)cc1OCC
  A: 6 | B: -3 | C: -0.3 | D: 18 | E: -5 | F: 91 | G: 2 | H: 98 | I: 0
3. Cc1cc(C)nc(SCCn2c(N3CCCCC3)nc3c2c(=O)n(C)c(=O)n3C)n1
  A: 4 | B: -2 | C: -1.3 | D: 10 | E: -1 | F: 97 | G: -9 | H: 95 | I: -17
4. CCO[C@H]1OC(C(=O)NCc2ccccc2)=C[C@@H](c2ccc(C(F)(F)F)cc2)[C@@H]1CCCO
  A: -15 | B: -10 | C: 1.1 | D: -26 | E: 8 | F: 111 | G: -4 | H: 108 | I: -38
5. O=C(Nc1ccc(C(=O)N2CCOCC2)cc1)c1cnn2c(C(F)F)cc(-c3ccccc3)nc12
  A: 0 | B: -1 | C: 0.2 | D: 9 | E: -9 | F: 100 | G: 7 | H: 89 | I: 4
6. O=[N+]([O-])c1cc(Cl)ccc1-c1nc(-c2ccccc2)no1
  A: 8 | B: 2 | C: 0.9 | D: -17 | E: -2 | F: 98 | G: -27 | H: 100 | I: 2
7. O=[N+]([O-])c1cnn(-c2nc(-c3ccccc3)cc(C(F)(F)F)n2)c1
  A: -17 | B: -8 | C: 1.8 | D: 0 | E: -5 | F: 93 | G: -11 | H: 90 | I: 0
8. CC1(C)CC(=O)C(C=NC2CCCCC2)=C(O)C1
  A: 2 | B: 0 | C: 0.9 | D: 6 | E: 0 | F: 100 | G: 0 | H: 98 | I: -3
9. O=C(Nc1cccc(Cl)c1)Nc1cc(S(=O)(=O)N2CCOCC2)ccc1N1CCCC1
  A: -2 | B: 0 | C: -3.6 | D: -1 | E: -1 | F: 100 | G: -2 | H: 110 | I: 3
10. CN(C)C(CNC(=S)Nc1cccc(Cl)c1)c1ccccc1 (stereo not drawn)
  A: -6 | B: -9 | C: 2.5 | D: -38 | E: 10 | F: 100 | G: -8 | H: 103 | I: 9
11. CC(C)n1c(N2CCCC2)nc2c1c(=O)[nH]c(=O)n2C
  A: -2 | B: -1 | C: -0.9 | D: -1 | E: 1 | F: 103 | G: 13 | H: 103 | I: -9
12. CC1(C)OC2OC(C(=O)N/N=C/c3ccccc3F)C3OC(C)(C)OC3C2O1 (stereo not drawn)
  A: -6 | B: 1 | C: -1.8 | D: -8 | E: -3 | F: 87 | G: 9 | H: 90 | I: -10
13. Cn1cc(Cl)c(-c2n[nH]c(=S)n2-c2ccccc2)n1
  A: -8 | B: -1 | C: 0.3 | D: 1 | E: -2 | F: 93 | G: 16 | H: 95 | I: -5
14. Cc1c(N=C2SCC(=O)N2/N=C/c2ccccc2)c(=O)n(-c2ccccc2)n1C
  A: -1 | B: -2 | C: 1.9 | D: 3 | E: 0 | F: 129* | G: -15 | H: 102 | I: -9
15. O=c1[nH]c2ccccc2c(O)c1O
  A: 3 | B: -6 | C: -0.5 | D: 8 | E: 4 | F: 100 | G: 97* | H: 97 | I: 8
16. Nn1c(SCCOc2ccccc2)nnc1-c1cccnc1
  A: 4 | B: -2 | C: 0.1 | D: 14 | E: 3 | F: 94 | G: 0 | H: 95 | I: -1
17. O=C(NCc1n[nH]c(=S)n1-c1ccccc1)c1ccco1
  A: 0 | B: -7 | C: 1.5 | D: 5 | E: 4 | F: 103 | G: 9 | H: 102 | I: 1
18. Cc1cc(N/N=C/c2ccc(N(C)C)cc2)c2ccccc2n1
  A: -8 | B: 1 | C: -1.9 | D: 3 | E: 7 | F: 104 | G: -6 | H: 100 | I: -14
19. CCCCNC1c2ccccc2C(=O)N1Cc1ccccc1 (stereo not drawn)
  A: -5 | B: -12 | C: 1.8 | D: 3 | E: 4 | F: 105 | G: 7 | H: 107 | I: -6
20. CCOC(=O)c1c(NC(=O)COc2ncnc3ccccc23)sc(C)c1CC
  A: -13 | B: -1 | C: 0.7 | D: -14 | E: 23 | F: 103 | G: -22 | H: 104 | I: -18
21. CC1Cc2ccccc2N1C(=O)CNc1cccc(S(=O)(=O)N2CCCC2)c1 (stereo not drawn)
  A: -3 | B: -5 | C: -1.3 | D: 15 | E: 1 | F: 101 | G: -20 | H: 95 | I: -16
22. CCc1c(C)sc(NC(=S)NC(C)C2CCCO2)c1C(=O)OC (stereo not drawn)
  A: -10 | B: -1 | C: 3.0 | D: -19 | E: -4 | F: 100 | G: -19 | H: 97 | I: -13
23. CCOc1cccc(C(=O)NNC(=O)C2C3C=CC(C3)C2C(=O)O)c1 (stereo not drawn)
  A: 7 | B: -2 | C: 0.6 | D: 18 | E: 4 | F: 97 | G: 3 | H: 100 | I: -17
24. Cc1cccc(CC2S/C(=N/N=C/c3ccco3)N(c3ccccc3)C2=O)c1 (stereo not drawn)
  A: 2 | B: -6 | C: -1.6 | D: 22 | E: -1 | F: 99 | G: -17 | H: 100 | I: -5
25. COC(=O)c1cc(C(=O)N2CCc3ccccc32)cc([N+](=O)[O-])c1
  A: -3 | B: 1 | C: 0.6 | D: 0 | E: -1 | F: 101 | G: -13 | H: 101 | I: -2

Letters: A = HCV NS3 hel inh; B = GalR3 antagonist; C = CRFBP-R2 agonist; D = UBC9 SUMO inh; E = MEKK2mut PB1 HTS; F = MEKK3 PB1 HTS; G = CRFBP-R2 block; H = MEKK2 WT-MEK5; I = FID counter
26. O=C(Nc1ccc(Br)cc1)Nc1ccccc1Cl
  A: -9 | B: -9 | C: 3.7 | D: 16 | E: -16 | F: 88 | G: -5 | H: 89 | I: 5
27. O=C(CN1C(=O)S/C(=C\c2ccccn2)C1=O)Nc1ccccc1
  A: -2 | B: 0 | C: 0.1 | D: 16 | E: -6 | F: 95 | G: -3 | H: 95 | I: 4
28. CCN(CC)C(=O)C(Cc1ccccc1)N1C(=O)c2ccccc2C1=O (stereo not drawn)
  A: -3 | B: -1 | C: -1.6 | D: -3 | E: 6 | F: 105 | G: 7 | H: 102 | I: -16
29. COc1cc(NC(=O)Cc2cccc3ccccc23)c(C(=O)O)cc1OC
  A: 10 | B: -4 | C: 0.1 | D: 11 | E: 4 | F: 104 | G: -9 | H: 108 | I: -23
30. Cc1ccc(-c2nnn(CC(=O)NCc3ccccc3)n2)c(-n2cnnn2)c1
  A: 8 | B: -4 | C: -1.0 | D: 11 | E: 3 | F: 103 | G: 5 | H: 102 | I: 0
31. COc1ccc(CNC(=S)NC(C)CCc2ccccc2)cc1 (stereo not drawn)
  A: -4 | B: -1 | C: 0.8 | D: 7 | E: -2 | F: 103 | G: 19 | H: 107 | I: -15
32. COc1ccc2[nH]c(=O)c(CNc3cccc(C)c3)cc2c1
  A: 3 | B: 4 | C: 13 | D: 44 | E: 13 | F: 102 | G: -7 | H: 105 | I: -3
33. CCOC(=O)N1CCC(N2CC34C=CC(O3)C(C(=O)Nc3ccc(C)cc3)C4C2=O)CC1 (stereo not drawn)
  A: 10 | B: 1 | C: -2.2 | D: 10 | E: -5 | F: 80 | G: -2 | H: 83 | I: -15
34. CCCn1nnc(NC(=O)c2ccc(Cl)cc2Cl)n1
  A: 3 | B: 0 | C: -1.5 | D: -9 | E: 1 | F: 100 | G: 6 | H: 105 | I: 3
35. O=[N+]([O-])c1ccc2nc(-c3ccc(Cl)cc3)n(OCc3ccccc3)c2c1
  A: 7 | B: -9 | C: -2.8 | D: -5 | E: . | F: . | G: -5 | H: . | I: 3
36. CCCCN(CCCC)c1ccc(C(=O)c2ccccc2C(=O)O)c(O)c1
  A: 60* | B: -2 | C: -0.6 | D: 31 | E: -4 | F: 93 | G: -11 | H: 91 | I: -26
37. Cc1onc(NC(=O)NC(=O)c2ccccc2F)c1Br
  A: 4 | B: 2 | C: 1.2 | D: 21 | E: -5 | F: 96 | G: -6 | H: 97 | I: -9
38. Cc1c(CC(=O)O)c(=O)oc2c(C)c(OCc3c(F)cccc3Cl)ccc12
  A: 25 | B: -7 | C: -0.1 | D: 16 | E: -1 | F: 102 | G: 3 | H: 103 | I: -27
39. CC1=C(CC(=O)c2ccccc2)C(=O)c2ccccc2C1=O
  A: 1 | B: -6 | C: -5.2 | D: 30 | E: . | F: . | G: 26 | H: . | I: 1
40. COc1ccc(-c2nc3ccccc3c(=O)n2CCCn2ccnc2)cc1
  A: -1 | B: -5 | C: -3.4 | D: -20 | E: 2 | F: 98 | G: 8 | H: 96 | I: 0
41. Cc1scc(-c2n[nH]c(=S)n2C(C)c2ccccc2)c1C (stereo not drawn)
  A: 2 | B: -3 | C: -1.9 | D: 0 | E: -1 | F: 114 | G: -14 | H: 95 | I: -23
42. CC(C)[C@H](NC(=O)c1ccc(Cl)c([N+](=O)[O-])c1)C(=O)O
  A: -36 | B: -4 | C: -1.5 | D: 13 | E: -11 | F: 90 | G: 10 | H: 96 | I: -4
43. CCOc1cc(NC(=S)Nc2ccccc2)c(OCC)cc1NC(=O)c1ccc(OC)cc1
  A: -37 | B: -5 | C: -3.2 | D: 25 | E: -24 | F: ? | G: 11 | H: ? | I: -6
44. c1ccc(CN2CCC(N3CCN(Cc4ccc5c(c4)OCO5)CC3)CC2)cc1
  A: 1 | B: 40* | C: 2.4 | D: 15 | E: 8 | F: 104 | G: 20 | H: 107 | I: 9
